CXCR6 block = CXCR6 receptor inhibitors, primary screen, cell-based, beta-arrestin, luminescence, CHO-K1 PathHunter, 1536-well; inhibition, % at 20 µM; 360,000 compounds, 0.36% hits; AID 602244, 2012; in the data active = inhibition above about 34%, passing the limit was not always enough;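 note: antagonist mode with CXCL16 agonist at 10 nM final; 0% = 10 nM CXCL16 with DMSO and 100% = unstimulated wells without agonist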
Target sequence (O00574 whole entry, looked up): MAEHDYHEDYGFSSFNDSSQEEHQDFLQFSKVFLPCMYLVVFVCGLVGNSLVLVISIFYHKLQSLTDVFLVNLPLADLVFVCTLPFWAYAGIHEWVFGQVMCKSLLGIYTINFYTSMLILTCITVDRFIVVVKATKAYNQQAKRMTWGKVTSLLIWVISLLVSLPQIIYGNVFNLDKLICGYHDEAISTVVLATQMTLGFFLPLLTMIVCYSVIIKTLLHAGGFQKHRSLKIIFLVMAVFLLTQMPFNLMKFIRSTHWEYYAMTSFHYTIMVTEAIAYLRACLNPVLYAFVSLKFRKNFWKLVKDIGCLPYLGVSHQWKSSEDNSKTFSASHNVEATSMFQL
Mdm2-MdmX inh = inhibitors of human Mdm2-MdmX association, primary screen, cell-based, luminescence, split luciferase, SaOS-2, uHTS; inhibition, % at 8 µM; AID 485346, 2010; Protein Mdm4 (Homo sapiens) + E3 ubiquitin-protein ligase Mdm2 (Homo sapiens), …; 330,000 compounds, 3% hits; SaOS-2 split-luciferase Mdm2/MdmX complementation;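 active = inhibition of at least 50% at 8 µM in the primary screen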
tim23-1 inh = growth inhibitors of tim23-1 mutant yeast, primary screen, luminescence, uHTS. S. cerevisiae tim23-1 growth, BacTiter-Glo luminescence, 24 h. inhibition, % at 20 µM. 330,000 compounds, 1.3% hits. AID 463212, 2010;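 active = growth inhibition of the mutant yeast at or above 50%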;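 note: temperature-sensitive mutant grown at 25 °C; plate controls were DMSO-treated mutant yeast for no effect and medium wells lacking yeast for full effect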
CCR6 antagonist = CCR6 receptor antagonists, primary screen, cell-based, CHO-K1, luminescence, beta-arrestin, uHTS. 340,000 compounds, 0.49% hits. CHO-K1 CCR6 PathHunter beta-arrestin, CCL20-stimulated. inhibition, % at 20 µM. AID 493098, 2011;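 active = compounds whose inhibition of the agonist-driven luminescence signal at 20 µM reaches about 50%, limit read from the data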;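 note: cells stimulated with CCL20 at 14 nM final; plate controls were DMSO with CCL20 for no effect and DMSO without agonist for full effect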
Target sequence (P51684 whole entry, looked up): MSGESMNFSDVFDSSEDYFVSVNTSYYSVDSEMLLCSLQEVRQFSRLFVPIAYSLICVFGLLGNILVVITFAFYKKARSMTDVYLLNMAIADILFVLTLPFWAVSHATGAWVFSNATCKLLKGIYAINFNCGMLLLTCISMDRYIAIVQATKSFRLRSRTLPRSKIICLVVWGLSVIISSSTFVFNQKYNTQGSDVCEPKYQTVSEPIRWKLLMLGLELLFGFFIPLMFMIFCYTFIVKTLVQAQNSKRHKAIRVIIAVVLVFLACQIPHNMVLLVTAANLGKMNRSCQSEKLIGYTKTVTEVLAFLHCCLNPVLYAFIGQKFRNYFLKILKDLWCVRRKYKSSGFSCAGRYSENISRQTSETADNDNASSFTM
EBI2 block = EBI2 receptor antagonists, beta-arrestin recruitment, primary screen, cell-based, luminescence, 7a,25-OHC stimulation, uHTS. G-protein coupled receptor 183 (Homo sapiens), P32249. 7a,25-OHC stimulated. inhibition, % at 5 µM. 360,000 compounds, 0.81% hits. AID 651636, 2012; in the data active = inhibition above about 38%;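 note: enzyme fragment complementation signal reports receptor beta-arrestin coupling in cells; 0% = agonist plus DMSO wells and 100% = wells without agonist; some results beyond the cut were filed as inactive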
XBP1 UPR activ = activators of adaptive XBP1 UPR arm, primary screen, cell-based, CHO-XBP1 luciferase reporter, luminescence, uHTS; IRE1-XBP1 UPR activation; percent of tunicamycin response, DMSO as zero; AID 463104, 2010; 330,000 compounds, 0.33% hits; activation, % at 20 µM;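 active = versus positive control, 20 µM dose yields 30% or more activation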;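 note: 100% = tunicamycin at 10 µg/mL and 0% = DMSO only wells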
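assay system = CHO-XBP1 luciferase reporter cells | amount = 1000 cells/well | buffer or medium = F12 plus 10% FBS | compound dosing = single point, 20 µM final compound, 1% DMSO | incubation = 16-18 h cell attachment at 37 °C, then 6 h compound exposure | detection = Steady-Glo luminescence read | controls = tunicamycin 10 µg/mL and vehicle-only wells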
APJ ag = agonists of human apelin receptor APJ, primary screen, CHO-K1 cells, PathHunter beta-arrestin, luminescence. P35414. 0% DMSO wells, 100% apelin. activation, % at 20 µM. 330,000 compounds, 0.11% hits;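 active = activation more than six SD over the plate average, tested at 20 µM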;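 note: 0% = DMSO alone and 100% = apelin-13 at 10 nM; some results filed as inactive read as strong as hits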
Target sequence (P35414 whole entry, looked up): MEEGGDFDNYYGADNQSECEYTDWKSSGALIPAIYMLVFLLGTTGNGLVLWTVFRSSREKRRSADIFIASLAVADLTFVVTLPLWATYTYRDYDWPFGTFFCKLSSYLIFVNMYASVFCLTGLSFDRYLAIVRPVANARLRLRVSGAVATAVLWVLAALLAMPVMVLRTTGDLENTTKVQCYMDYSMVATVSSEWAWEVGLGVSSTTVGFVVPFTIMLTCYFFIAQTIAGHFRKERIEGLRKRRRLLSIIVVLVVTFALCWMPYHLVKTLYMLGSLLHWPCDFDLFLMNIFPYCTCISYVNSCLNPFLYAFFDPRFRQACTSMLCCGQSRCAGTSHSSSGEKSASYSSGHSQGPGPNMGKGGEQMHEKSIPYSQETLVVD
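Material: engineered CHO-K1 APJ arrestin reporter cells; amount: 1000 CHO-K1 reporter cells seeded per well; incubation: compound stimulation 90 min at 25 °C, detection 60 min; signal: luminescent beta-gal fragment complementation, chemiluminescent substrate; read-out basis: APJ agonist activity; controls: DMSO-only wells as negative, 10 nM Apelin-13 as positive control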
UPR CHOP act = activators of apoptotic CHOP UPR arm, primary screen, cell-based, CHO-CHOP luciferase reporter, luminescence, uHTS; UPR activation; percent of tunicamycin response over DMSO baseline; AID 449763, 2010; 330,000 compounds, 0.34% hits; activation, % at 10 µM;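 active = at 10 µM dose, activation of 40% or more, normalized to positive control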;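 note: 100% = tunicamycin at 10 µg/mL and 0% = DMSO alone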
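System: CHO CHOP reporter cells. Amount: 500 cells per well. Buffer or medium: F12 medium, 10% FBS. Compound dosing: one dose, 10 µM in 0.5% DMSO. Incubation: 6 h compound exposure at 37 °C after overnight seeding. Technique: Steady-Glo luciferase luminescence. Benchmarks: tunicamycin and DMSO controls.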
APJ antag = antagonists of human apelin receptor APJ, primary screen, CHO-K1 cells, beta-arrestin complementation, luminescence. P35414. inhibition, % at 20 µM. 330,000 compounds, 0.32% hits. AID 2521, 2010;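 active = inhibition above about 40% at 20 µM, limit read from the data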;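 note: cells challenged with 10 nM apelin-13 agonist together with compound; plate controls were apelin-13 plus DMSO wells for no effect and DMSO wells lacking apelin-13 for full effect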
* marks the source's active call; other numbers are inactive results.

SMILES	CXCR6 block	Mdm2-MdmX inh	tim23-1 inh	CCR6 antagonist	EBI2 block	XBP1 UPR activ	APJ ag	UPR CHOP act	APJ antag
CN(C)S(=O)(=O)c1cccc(CSCc2cccc(S(=O)(=O)N(C)C)c2)c1	0	2	28	11	5	-4	1	5.2	4
Cc1ccc(OCCCCn2cnc3ccccc32)c(C)c1	-7	9	9	14	0	4	-2	6.5	-14
CC(=O)NN1C(=O)c2ccccc2NC1c1ccccc1O (configuration not stated)	4	18	1	-5	2	-3	-4	2.7	17
O=C(Nc1ccc(F)cc1)C(=O)C1C(=O)Nc2ccccc21 (configuration not stated)	-10	5	29	16	1	1	-2	0.0	1
CC1CCCN(Cc2ccc(OCc3ccccc3)cc2)C1 (configuration not stated)	0	-3	3	14	8	-3	-3	1.1	-12
COC(=O)C(C)n1cnc2c(nnn2-c2ccc(C)cc2)c1=O (configuration not stated)	-2	20	-3	-13	4	2	-3	0.7	6
COc1ccc(NC(=S)Nc2cccc(C(C)=O)c2)cc1OC	2	-1	-1	7	1	-2	-2	0.2	-13
Cc1nc(Cc2nnc(SCc3nc(N)nc(Nc4ccccc4C)n3)o2)cs1	-6	-25	10	4	0	-2	0	-0.8	13
CCc1ccccc1NS(=O)(=O)c1ccc2[nH]cc(C(=O)NCc3ccco3)c(=O)c2c1	-7	3	2	-4	-12	-1	4	0.3	-17
NC(=O)CC(NC(=O)Cc1ccc(Br)cc1)c1ccc(N2CCc3ccccc3C2)c([N+](=O)[O-])c1 (configuration not stated)	1	32	-9	10	-11	-4	10	0.3	19
COc1ccc(N(Cc2cc3ccc(C)cc3[nH]c2=O)S(=O)(=O)c2ccccc2)cc1	0	47	49	5	10	4	3	-0.9	12
N=C1C2=C3Sc4ccccc4N3CCCC2=NN1c1cccc(S(=O)(=O)O)c1	-2	4	30	5	-10	-2	0	1.1	-8
O=C(CSc1nnc(-c2ccncc2)o1)N1CCc2ccccc2C1	-2	-3	2	0	1	-2	-5	-1.4	14
Oc1ccc(N2CCN(c3nnnn3-c3ccccc3)CC2)cc1	-11	-20	19	-14	-4	2	-2	-1.0	-17
Cc1ccc(Nc2nnc(SC(C)C(=O)NC3CC3)s2)cc1 (configuration not stated)	2	22	-9	8	24	-4	-3	2.1	-6
Cc1cc(C)cc(N(CC(=O)NC2CCCC2)C(=O)CCC(=O)Nc2cc(C)ccn2)c1	9	16	0	35	4	-7	-4	0.9	14
CCOC(=O)N1CCN(CC(=O)Nc2c(C(=O)OC)[nH]c3cccc(Cl)c23)CC1	1	-13	14	1	0	-3	1	-0.9	9
CCc1ccccc1NC(=O)Cn1ccn(-c2ccc(OC)cc2)c(=O)c1=O	-6	19	4	-15	-2	-9	13	0.0	20
Cc1ccc(NC(=O)c2cc([N+](=O)[O-])ccc2N2CCOCC2)cc1S(=O)(=O)N(C)C	7	38	8	20	12	-1	-4	2.1	-1
COc1ccc(-c2nc(CS(=O)CC(=O)NCc3cccnc3)c(C)o2)cc1 (configuration not stated)	5	7	3	-1	3	-2	-1	0.8	-11
CC(NC(=O)CCc1nnc(C2(c3ccc(Cl)cc3)CCC2)o1)C1CC1 (configuration not stated)	4	-21	11	11	1	3	-3	2.7	20
CC(C)C1=NN2C(=N)CC(=O)N=C2S1	-4	14	-1	2	-10	-1	-3	-3.2	-10
CC(C)(C)C(=O)N1CCn2c1nc1ccccc12	8	8	-5	7	-6	-1	-2	-0.4	-5
O=C1CSC(c2cccnc2)N1CCc1ccccn1 (configuration not stated)	-2	1	-1	1	-7	-4	4	-0.2	-6
COc1ccc(NC(=O)CN2C(=O)C(c3ccccc3)=NC23CCCCCC3)cc1	12	29	29	27	8	-2	-2	-2.2	-7
COC(=O)c1cc(C(=O)OC)cc(N2C(=O)CC(NNC(=O)c3ccc(C)cc3)C2=O)c1 (configuration not stated)	-3	13	5	13	-3	-1	-4	1.5	11
O=C(NCC1(N2CCCCC2)CCCCC1)C1CC(=O)N(c2ccc3c(c2)OCCO3)C1 (configuration not stated)	-6	18	1	-4	-4	-5	-2	-1.1	-6
CCOc1ccc(S(=O)(=O)N2CCOCC2)cc1NC(=O)CSCc1ccc(C)cc1	2	52*	26	19	7	1	-1	-0.3	0
CC(C)NC(=O)N(C)C[C@@H]1Oc2c(NC(=O)Nc3ccccc3)cccc2C(=O)N([C@H](C)CO)C[C@H]1C	-5	12	6	-2	-1	-2	-2	1.8	-9
CCN(CC)CC(=O)NCc1cc(-c2ccc(OC)cc2)no1	2	25	-9	7	3	-1	-1	1.2	4
CCOC(=O)N1CCN(C(=O)CCCn2c(=S)[nH]c3ccsc3c2=O)CC1	8	6	3	4	-2	-1	-2	0.8	14
Clc1cccc(OCCN2CCOCC2)c1	4	-13	4	-3	-3	4	0	-0.4	-7
COCCn1nnnc1C(C(C)C)N1CCCC(C)C1 (configuration not stated)	4	7	24	2	1	-2	0	0.6	-7
Cc1ccc(S(=O)(=O)N(Cc2c(F)cccc2Cl)C(=O)N2CCN(C)CC2)cc1	1	14	8	1	4	-2	-5	0.0	16
CC1=C(C(=O)Nc2cccnc2)C(c2ccc3c(c2)OCO3)C2=C(CCCC2=O)N1 (configuration not stated)	-13	-10	-20	-3	-5	-1	-1	1.2	7
Cc1ccccc1NS(=O)(=O)c1ccc(F)cc1	4	-23	14	11	-9	1	-4	0.5	3
Cc1cccc(NC(=O)CN(C)C(=O)C2CCCC2)c1C	2	-8	-10	2	-10	-1	-3	-2.7	-2
Cc1cc(C)nc(SCC(=O)N/N=C/C=C/c2ccccc2)n1	4	12	11	-9	-4	-3	-2	-1.9	-5
Cc1ccc(NC(=S)N(CCCN(C)C)Cc2cc3cc4c(cc3[nH]c2=O)OCO4)cc1	6	-13	9	28	-3	6	0	1.6	-17
CCCCCNCc1ccc(Cl)cc1	2	10	1	10	-5	2	0	0.9	14

With a hit mark in Mdm2-MdmX inh (from the list above):
molecule	CXCR6 block	Mdm2-MdmX inh	CCR6 antagonist	EBI2 block	XBP1 UPR activ	APJ antag
CCOc1ccc(S(=O)(=O)N2CCOCC2)cc1NC(=O)CSCc1ccc(C)cc1	2	52*	19	7	1	0

Given comma-delimited: 2 of the compounds above
Compound,CXCR6 block,Mdm2-MdmX inh,tim23-1 inh,CCR6 antagonist,EBI2 block,XBP1 UPR activ,APJ ag,UPR CHOP act,APJ antag
Clc1cccc(OCCN2CCOCC2)c1,4,-13,4,-3,-3,4,0,-0.4,-7
COCCn1nnnc1C(C(C)C)N1CCCC(C)C1 (configuration not stated),4,7,24,2,1,-2,0,0.6,-7

2 consecutive records from above, for reference:
SMILES	CXCR6 block	Mdm2-MdmX inh	tim23-1 inh	CCR6 antagonist	EBI2 block	XBP1 UPR activ	APJ ag	UPR CHOP act	APJ antag
CCOC(=O)N1CCN(C(=O)CCCn2c(=S)[nH]c3ccsc3c2=O)CC1	8	6	3	4	-2	-1	-2	0.8	14
Clc1cccc(OCCN2CCOCC2)c1	4	-13	4	-3	-3	4	0	-0.4	-7

Part of the list above, reformatted.
CCOC(=O)N1CCN(CC(=O)Nc2c(C(=O)OC)[nH]c3cccc(Cl)c23)CC1
  CXCR6 block: 1 | Mdm2-MdmX inh: -13 | tim23-1 inh: 14 | CCR6 antagonist: 1 | EBI2 block: 0 | XBP1 UPR activ: -3 | APJ ag: 1 | UPR CHOP act: -0.9 | APJ antag: 9

Cc1ccc(S(=O)(=O)N(Cc2c(F)cccc2Cl)C(=O)N2CCN(C)CC2)cc1
  CXCR6 block: 1 | Mdm2-MdmX inh: 14 | tim23-1 inh: 8 | CCR6 antagonist: 1 | EBI2 block: 4 | XBP1 UPR activ: -2 | APJ ag: -5 | UPR CHOP act: 0.0 | APJ antag: 16

CCOc1ccc(S(=O)(=O)N2CCOCC2)cc1NC(=O)CSCc1ccc(C)cc1
  CXCR6 block: 2 | Mdm2-MdmX inh: 52* | tim23-1 inh: 26 | CCR6 antagonist: 19 | EBI2 block: 7 | XBP1 UPR activ: 1 | APJ ag: -1 | UPR CHOP act: -0.3 | APJ antag: 0

O=C(NCC1(N2CCCCC2)CCCCC1)C1CC(=O)N(c2ccc3c(c2)OCCO3)C1 (configuration not stated)
  CXCR6 block: -6 | Mdm2-MdmX inh: 18 | tim23-1 inh: 1 | CCR6 antagonist: -4 | EBI2 block: -4 | XBP1 UPR activ: -5 | APJ ag: -2 | UPR CHOP act: -1.1 | APJ antag: -6

Continuation.
SMILES	CXCR6 block	Mdm2-MdmX inh	tim23-1 inh	CCR6 antagonist	EBI2 block	XBP1 UPR activ	APJ ag	UPR CHOP act	APJ antag
O=C(Nc1cccnc1)c1cccnc1	-8	-9	-12	7	-12	0	-2	-0.1	-4
Cc1cc(C)cc(Nc2nc(-c3ccc(S(=O)(=O)N4CCCC4)cc3)cs2)c1	5	59*	10	8	39	1	-5	0.7	6
Cn1ccnc1C1CCCCN1Cc1nc(Cc2ccccc2F)no1 (configuration not stated)	5	-1	14	4	-9	-2	-1	-1.8	-13
COc1ccccc1Oc1nnnn1-c1ccc(C(N)=O)cc1	-6	-8	6	-5	-7	0	-1	-1.9	-4
COc1ccc2c(c1)c(C(C)=O)c(C)n2-c1ccc(C(C)=O)cc1	0	61*	8	3	3	-5	-1	-1.8	-8
COc1ccc(C)cc1NS(=O)(=O)c1ccc2c(c1)n(C)c(=O)n2C	-4	-17	6	9	-6	-5	-2	-1.0	-10
O=C(Nc1ccccc1)/C(=C/c1cccnc1)NC(=O)c1ccco1	0	-12	-6	2	-7	-1	-3	1.0	20
OC(COc1cccc2ccccc12)CN1CCN(c2cccc(Cl)c2)CC1 (configuration not stated)	-13	-7	69*	3	-12	-2	-1	-0.2	-12
O=C1CN(C(=O)c2ccccc2F)C(c2ccc(F)cc2)c2cc(Br)ccc2N1 (configuration not stated)	0	27	20	11	-18	-4	1	-1.2	-13
COc1cc(CC2COC(=O)C2(O)Cc2ccc(O)c(OC)c2)ccc1O (configuration not stated)	-4	-7	7	1	-11	-2	8	3.1	-12
O=Cc1ccc(-n2cncn2)cc1	-2	1	-3	-11	-8	-3	-3	-2.9	7
Cc1ccnn1CCC(=O)N1CCCC(CCC(=O)NCc2ccccc2F)C1 (configuration not stated)	0	22	10	23	-1	4	-3	0.4	8
Fc1cccc(CNCC2CCCO2)c1 (configuration not stated)	0	-19	10	5	5	-1	-3	-2.3	-6

Not all compounds are listed, so the mix of outcomes need not match the whole.
